Screening data deposited in PubChem BioAssay by several laboratories.
Efflux pump inh: blocks antifungal efflux pumps in multiplex yeast assay; S. cerevisiae Candida pump triplex, Nile Red efflux; inhibition, % at 10 µM; 330,000 compounds, 0.44% hits;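 active = plate passing quality check with inhibition over a set limit, or well fluorescence over plate mean plus 4 SD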;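 note: Nile Red retained in pooled yeast measured as flow cytometry median fluorescence; 0% = buffer negative control and 100% = Enniatin B positive control; higher means more Nile Red kept so more efflux inhibition; some compounds called inactive have numbers as strong as hits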
GLD-1 TGE inh: GLD-1-TGE RNA interaction inhibition (C. elegans) | purified GLD-1 + fluorescein TGE RNA, fluorescence polarization | AID 2280 | Q17339 | inhibition, % at 5.96 µM | 320,000 compounds, 0.44% hits;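 active = percent inhibition above a per-plate cutoff, the plate mean of test compounds plus 3 SD, cut at about 30% in these data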;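 note: 0% = DMSO wells with GLD-1 and probe and 100% = wells lacking GLD-1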
Target sequence (Q17339 whole entry, looked up): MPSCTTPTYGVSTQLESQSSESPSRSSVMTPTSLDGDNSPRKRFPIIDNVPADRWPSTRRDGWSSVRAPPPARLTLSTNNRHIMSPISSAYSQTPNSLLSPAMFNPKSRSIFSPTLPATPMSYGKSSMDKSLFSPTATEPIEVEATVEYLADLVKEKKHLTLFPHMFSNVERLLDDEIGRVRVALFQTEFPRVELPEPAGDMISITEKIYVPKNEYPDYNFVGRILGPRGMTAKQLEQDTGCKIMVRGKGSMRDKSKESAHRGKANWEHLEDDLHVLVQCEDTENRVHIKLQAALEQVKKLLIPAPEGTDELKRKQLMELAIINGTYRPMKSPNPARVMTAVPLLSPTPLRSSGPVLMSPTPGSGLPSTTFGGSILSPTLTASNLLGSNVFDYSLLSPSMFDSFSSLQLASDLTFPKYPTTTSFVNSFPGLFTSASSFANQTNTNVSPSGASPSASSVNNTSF
BCLXL inh: inhibitors of human Bcl-xL | GST-Bcl-xL / FITC-Bim BH3 peptide fluorescence polarization | AID 2129 | Q07817 | inhibition, % at 10.9 µM | 320,000 compounds, 0.7% hits;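 active = inhibition above the mean of all tested compounds plus 3 SD, cutoff set per campaign, cut at about 30% in these data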;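 note: 0% = DMSO wells and 100% = unlabeled Bim-BH3 peptide competitor; inhibitors lower millipolarization by displacing the labeled peptide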
Target sequence (Q07817 whole entry, looked up): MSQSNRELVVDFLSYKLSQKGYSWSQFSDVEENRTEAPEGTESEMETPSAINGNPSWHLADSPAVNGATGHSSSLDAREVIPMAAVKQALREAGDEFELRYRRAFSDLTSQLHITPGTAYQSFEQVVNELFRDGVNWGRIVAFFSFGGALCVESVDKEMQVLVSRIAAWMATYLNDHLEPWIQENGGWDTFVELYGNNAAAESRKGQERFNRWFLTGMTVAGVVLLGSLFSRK
MCL1 BIM primary: inhibitors of human MCL1 binding to BIM-BH3 peptide. 320,000 compounds, 0.68% hits. AID 2057. inhibition, % at 10.9 µM. Q07820. GST-MCL1 / FITC-Bim-BH3 fluorescence polarization;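 active = inhibition above the mean inhibition of all tested compounds plus 3 SD, set per campaign, cut at about 40% in these data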;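 note: 0% = DMSO wells and 100% = unlabeled Bim-BH3 peptide control; higher means more loss of mP so more displacement of Bim peptide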
Target sequence (Q07820 whole entry, looked up): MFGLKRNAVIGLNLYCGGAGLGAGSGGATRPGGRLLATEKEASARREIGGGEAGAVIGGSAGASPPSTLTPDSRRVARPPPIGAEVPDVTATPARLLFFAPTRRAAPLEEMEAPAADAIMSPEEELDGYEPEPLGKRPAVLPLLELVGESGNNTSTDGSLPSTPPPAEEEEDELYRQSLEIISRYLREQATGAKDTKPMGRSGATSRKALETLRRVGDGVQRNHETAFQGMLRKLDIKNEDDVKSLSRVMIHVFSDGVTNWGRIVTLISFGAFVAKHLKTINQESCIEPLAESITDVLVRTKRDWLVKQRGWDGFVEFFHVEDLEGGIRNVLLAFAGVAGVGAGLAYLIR
Fam108B counter: blocks mouse Fam108B hydrolase in RBBP9 counter-screen; inhibition, % at 9.51 µM; recombinant Fam108B, FP-Rh probe fluorescence polarization; 300,000 compounds, 0.33% hits;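 active = inhibition above the screen mean inhibition plus 3 SD, computed separately per campaign, cut at about 18% in these data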;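 note: inhibitors lower polarization as less probe binds the enzyme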
GRK2 aptamer HTS: human GRK2 inhibition via aptamer displacement | P25098 | bead flow cytometry, FAM-aptamer displacement from GRK2 | inhibition of aptamer binding, % at 10 µM | 330,000 compounds, 0.59% hits;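 active = inhibition of aptamer binding above 40%, roughly 3 SD of noise, on plates passing a quality check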;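 note: median bead fluorescence of bound FAM aptamer so fluorescent compounds give negative values; no value below 0 was filed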
MEX-5 binding: C. elegans MEX-5 TCR-2 RNA binding activity; activity score (negative = inhibition of binding), % at 10 µM; MEX-5/FITC-TCR2 RNA binding, fluorescence polarization; hits give low values; Q9XUB2; 300,000 compounds, 0.38% hits;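 active = inhibition past about -25% in most replicates, and total fluorescence under double the plate's negative control median, limit read from the data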;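 note: 0% = DMSO and -100% = 5 µM competing unlabeled TCR2 RNA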
VLA-4 inh: inhibition in a human VLA-4 binding assay | P13612 | VLA-4 expressing cells, ligand binding flow cytometry | inhibition, % (about 7 µM as worked out from the volumes in the protocol) | 330,000 compounds, 0.2% hits; in the data active = inhibition above about 50%
PME-1 inh: blocks human protein phosphatase methylesterase 1; Q9Y570; recombinant PME-1, FP-Rh probe fluorescence polarization; inhibition, % at 5.9 µM; 320,000 compounds, 0.53% hits;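 active = inhibition above the campaign mean of all compounds plus 3 SD, cut at about 26% in these data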;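 note: competitive labeling of PME-1 active site by serine hydrolase directed probe; 0% = PME-1 with DMSO and 100% = wells lacking PME-1 enzyme; inhibitors block probe labeling so polarization falls and inhibition rises; many of its hits are not listed in these tables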
* = called active by the depositor; · = no result given.

SMILES | Efflux pump inh | GLD-1 TGE inh | BCLXL inh | MCL1 BIM primary | Fam108B counter | GRK2 aptamer HTS | MEX-5 binding | VLA-4 inh | PME-1 inh
Cc1cccc(C)c1NC(=S)N(Cc1ccccc1)Cc1cccnc1 | 0.0 | -3 | 0 | 2 | -2 | 5 | 2.1 | 3 | -1
Cc1nnc(SCCN2C(=O)c3ccccc3C2=O)nc1C | -0.1 | 4 | 2 | 9 | 3 | 4 | 0.1 | 1 | 3
CCCCCC(/C=N/Nc1ccc(S(=O)(=O)N2CCOCC2)cc1[N+](=O)[O-])=C\c1ccccc1 | 0.0 | -5 | 6 | 2 | -1 | 6 | -2.7 | 13 | -3
COc1cccc(C(=O)NC2CCCN(C3Cc4ccccc4C3)C2)c1OC (stereo not given) | -0.1 | -1 | 4 | -3 | 1 | 4 | 1.6 | 3 | -5
CCc1cccc(CC)c1NC(=S)Nc1ccccc1 | 0.6 | 1 | 4 | 9 | 5 | 0 | -0.1 | 10 | 0
COc1ccc([N+](=O)[O-])cc1N(CC(=O)Nc1ccccc1C(=O)N1CCCC1)S(C)(=O)=O | -0.2 | 1 | 0 | -4 | -2 | 0 | 0.1 | 5 | -10
O=C(C1CCN(S(=O)(=O)N2CCC3(CC2)OCCO3)CC1)N1CCc2ccccc2C1 | 0.1 | 3 | 5 | 5 | 2 | 2 | -2.4 | 14 | -8
CCCS(=O)(=O)Nc1cccc(-c2cn3c(n2)SCC3)c1 | 0.1 | 1 | 2 | -2 | 0 | 0 | -1.6 | -9 | -2
Cc1cc(C)n(Cc2n[nH]c(=S)n2Cc2ccccc2)n1 | -0.1 | -1 | -8 | -1 | 1 | 4 | -2.6 | 0 | -2
Cc1ccc(S(=O)(=O)N2CCN(C(=O)CCC(=O)NCc3ccc(F)cc3)CC2)cc1 | 0.3 | 6 | 4 | -3 | -3 | 0 | -0.7 | 8 | -4
O=C(Nc1ccc2c(c1)OCCO2)c1cncc(Br)c1 | -0.2 | 4 | 3 | 0 | 4 | 2 | 2.3 | 7 | 3
Cc1nn(C)c(C)c1NC(=O)c1ccc(Br)o1 | 0.0 | -9 | -4 | -1 | 4 | 1 | 1.3 | 3 | 0
CCOc1ccccc1CNC(=O)CCCC(=O)n1nc(C)c2ccccc21 | 0.1 | -7 | 3 | 1 | -4 | 0 | 1.9 | 3 | 20
COc1cccc(C(=O)CC(=O)C(=O)Nc2cc(OC)ccc2OC)c1 | 0.1 | -1 | 3 | 0 | 5 | 2 | -0.8 | 16 | 2
CCN(CC)c1ccc(C(=O)OCC(=O)Nc2ccc3[nH]c(=O)[nH]c3c2)cc1 | 0.1 | 3 | 6 | 2 | 6 | 1 | 1.4 | -4 | -4
CN(c1ccc(C(=O)Nc2ccccc2C(=O)N2CCCC2)cc1)S(C)(=O)=O | 0.1 | 6 | 9 | 4 | 0 | 0 | -0.6 | -4 | 2
O=[N+]([O-])c1cc(S(=O)(=O)N2CCCC2)ccc1N/N=C/c1ccccn1 | -0.2 | 3 | 5 | 12 | 0 | 0 | -1.8 | 14 | 4
CCCC12CN3CC(C)(CN(C1)C31C(=O)Nc3ccc(C)cc31)C2=O (stereo not given) | -0.2 | 8 | 4 | 0 | 1 | 0 | -3.6 | 6 | -4
CCOC(=O)N1CCN(CC(O)COc2ccccc2C(C)C)CC1 (stereo not given) | 0.1 | -2 | -1 | -10 | 4 | 0 | 2.5 | 1 | -1
COc1ccccc1C(=O)NCC(=O)Nc1ccccc1 | 0.0 | -6 | 3 | 5 | 4 | 0 | 0.7 | 2 | -9
CCC(=O)N(Cc1cc2ccc(C)cc2[nH]c1=O)c1ccccc1OC | 0.3 | -5 | 3 | 4 | 4 | 0 | -0.2 | 8 | 4
CC1(C)Cc2c(C#N)c(SCCOc3ccccc3)nc(N3CCOCC3)c2CO1 | 0.1 | 6 | 1 | 4 | -7 | 2 | -0.1 | 5 | 1
CCOC(=S)SCC(=O)Nc1nc(C)c(C)s1 | -0.1 | -4 | 5 | 8 | -1 | 0 | -2.0 | 17 | 3
COc1cc(CC(NC(C)=O)C(=O)NC2CCN(C(=O)Nc3ccccc3C)CC2)cc(OC)c1 (stereo not given) | 0.1 | -2 | 1 | 1 | 3 | 0 | 0.1 | 0 | -5
CC(=O)c1cnc2nc(SCc3cccc(C)c3)nn2c1C | 0.2 | 4 | 0 | 7 | 1 | 8 | -2.3 | -5 | 3
SMILES | Efflux pump inh | GLD-1 TGE inh | BCLXL inh | MCL1 BIM primary | Fam108B counter | GRK2 aptamer HTS | MEX-5 binding | VLA-4 inh | PME-1 inh
COc1ccc(S(=O)(=O)N2CCOCC2)cc1NC(=O)Cc1c(Cl)cccc1Cl | 0.3 | 2 | 4 | 8 | -4 | 1 | 0.8 | 12 | 4
Cc1cccc(C)c1NC(=O)COc1cccc(/C=N/NC(=O)C(=O)NCc2ccccc2)c1 | 0.1 | 0 | 3 | 7 | 3 | 0 | -0.3 | 17 | 6
COc1ccc(OC)c(NC(=O)CCCC(=O)NC2CCCCC2)c1 | -0.1 | 4 | 8 | -5 | -2 | 1 | -1.5 | 0 | -7
Cc1nn(Cc2c(F)c(F)c(F)c(F)c2F)c(C)c1NC(=O)c1c(-c2ccccc2)nn(-c2ccccc2)c1C | -0.1 | 8 | -3 | 0 | -6 | 4 | -0.5 | 18 | -2
Cc1ccc(O)c(NC(=O)c2ccc3c(c2)C(=O)N(Cc2ccco2)C3=O)c1 | -6.5 | 2 | 1 | -1 | 3 | 3 | 1.0 | 3 | -4
c1ccc(-n2nnnc2SCCCSc2nc3ccccc3s2)cc1 | 0.1 | 4 | 4 | 4 | -6 | 3 | 0.2 | -11 | -1
CCCSc1nc2c(cnn2-c2ccc(C)c(C)c2)c(=O)[nH]1 | -0.2 | 3 | 3 | 0 | 0 | 4 | 1.6 | -4 | 2
O=C(NC(=O)c1ccccc1)Nc1cccc(S(=O)(=O)N2CCCCC2)c1 | 0.0 | 11 | 4 | 3 | 7 | 1 | 2.8 | 16 | 5
O=C1C(=O)N(Cc2ccccc2)C(=O)N1CCN1C(=O)c2ccccc2C1=O | 0.3 | 2 | 7 | 6 | 3 | 0 | -1.1 | 2 | 6
COc1ccc(/C=N/NC(=S)Nc2ccccc2)cc1 | -0.1 | 6 | 10 | 3 | -2 | 1 | -2.0 | -6 | 0
O=C(NCc1ccccc1)C1CCC(=O)N(CC2CCCCC2)C1 (stereo not given) | 0.1 | 3 | 2 | 1 | 1 | 0 | 0.9 | -109 | 0
CCN(CC)c1ccc(N=Cc2c(C)[nH]c3ccccc23)cc1 | 0.1 | 3 | 9 | 18 | 4 | 7 | 1.2 | -19 | 7
NS(=O)(=O)c1ccc(CCNS(=O)(=O)c2ccc(Cl)cc2)cc1 | 0.1 | -4 | 1 | -1 | -5 | 2 | 0.7 | 11 | 3
CCN(CCNC(=O)CC1Oc2ccccc2NC1=O)c1ccccc1 (stereo not given) | 0.1 | -4 | 5 | 2 | 0 | 4 | 1.5 | 43 | 4
C=CCN1C(c2ccccc2)=CS/C1=C(/C#N)c1nnc(N2CCOCC2)n1-c1ccccc1 | 0.0 | 3 | 2 | 1 | 0 | 0 | -2.2 | -1 | 0
CC(=O)c1cccc(NC(=O)C2CC(=O)N(Cc3ccccc3)C2)c1 (stereo not given) | 0.0 | 3 | -5 | -8 | 0 | 7 | 1.7 | 4 | 1
CCn1cc([N+](=O)[O-])c(C(=O)NCc2ccc(Cl)cc2)n1 | 0.0 | -1 | 3 | 3 | 4 | 1 | -5.1 | 8 | -5
C=CCN(C#N)c1nc(OC)nc(N2CCCC2)n1 | 0.1 | -1 | 1 | -1 | -1 | 3 | 1.9 | 11 | -5
CCn1nnc2cc(C(=O)O)ccc21 | -0.1 | 7 | 13 | 11 | -3 | 4 | -1.9 | 0 | 2
Cc1occc1C(=O)NN=C1C2CC3CC(C2)CC1C3 | 0.0 | 7 | 4 | 5 | -3 | 6 | 0.3 | 3 | -1
CCn1c(SCC(=O)N2CCCCC2)nc(O)cc1=O | -0.1 | 0 | -1 | 12 | -3 | 0 | 1.9 | 13 | 0
O=C(Nc1cccc(Cl)c1)c1nc[nH]c1C(=O)NCCCCNC(=O)c1[nH]cnc1C(=O)Nc1cccc(Cl)c1 | -0.1 | -2 | · | · | · | 0 | · | 12 | ·
O=C(Nc1cccc(-c2nc3ccccc3[nH]2)c1)c1ccco1 | -0.2 | 3 | -1 | 6 | -20 | 0 | -2.0 | -1 | -28
CCOCCCn1c(=S)[nH]c2cc(C(=O)N3CCN(C4CCCCC4)CC3)ccc2c1=O | 0.0 | 3 | 3 | 0 | 3 | 2 | 1.8 | 16 | 1
CCOC(=O)c1ccc(CC2S/C(=C(\C#N)C(C)=O)NC2=O)cc1 (stereo not given) | -0.1 | 0 | 5 | 8 | 2 | 0 | 0.7 | -20 | 2
SMILES | Efflux pump inh | GLD-1 TGE inh | BCLXL inh | MCL1 BIM primary | Fam108B counter | GRK2 aptamer HTS | MEX-5 binding | VLA-4 inh | PME-1 inh
Clc1ccc2c(NNc3ccccc3Cl)ccnc2c1 | 0.1 | -1 | 6 | -2 | 0 | 0 | 0.6 | 13 | -1
COc1ccc(CNC(=O)C/C(C)=N/NC(=O)c2ccc(OC)cc2OC)cc1 | 0.3 | 5 | 3 | 5 | -2 | 0 | 2.0 | 12 | -2
O=C(Nc1ccon1)Nc1ccc(F)cc1F | 0.0 | -3 | 3 | 2 | 4 | 10 | -0.7 | 6 | -2
Cc1ccc(C)c(N2CCN(C(=O)C3CCN(c4nc(C)cc(C)n4)CC3)CC2)c1 | 0.1 | 1 | 6 | 2 | -3 | 2 | -0.7 | -3 | 2
COc1cccc(-c2c(C#N)c(SC)nc3cc(C)nn23)c1 | -0.1 | -1 | -2 | -3 | 1 | 3 | 3.4 | 31 | -3
COC(=O)c1cc(NC(=O)CN2C(=O)C(=O)N(C3CCCC3)C2=O)cc(C(=O)OC)c1 | 0.0 | 5 | 2 | -1 | · | 2 | · | 2 | -6
O=C(c1cccc(Br)c1)N1CCN(S(=O)(=O)N2CCOCC2)CC1 | 0.3 | -7 | 0 | -4 | -6 | 0 | 0.7 | -2 | 4
COc1ccc(/C=C2\SC(=S)N(CCC(=O)Nc3ccccc3C(=O)O)C2=O)cc1 | 0.0 | 2 | 6 | 6 | 0 | 1 | -3.8 | 17 | -1
Cc1cc(C)n(-c2cc(Oc3ccccc3)ncn2)n1 | -0.1 | 0 | 6 | 4 | 2 | 3 | 1.8 | 10 | -4
Cc1ccc(NC(=O)/C=C\C(=O)O)c([N+](=O)[O-])c1 | 0.8 | -5 | 8 | 1 | -9 | 1 | -2.6 | 0 | -8
COc1ccc(C2CCN(CC(=O)N(C)C)CC2O)cc1 (stereo not given) | -0.1 | 2 | 5 | 2 | -3 | · | 0.7 | -15 | -2
Cc1cc(C)cc(C(=O)NCC(=O)OCC(=O)Nc2ccc(C)cc2Br)c1 | 0.1 | 6 | 3 | 1 | -3 | 0 | -0.4 | -6 | -12
COc1ccccc1N1CCN(C(=O)c2ccncc2)CC1 | 0.1 | -2 | 6 | 8 | 5 | 1 | 1.4 | 2 | 4
Cc1c(Cl)cccc1NC(=S)N1CCOCC1 | 0.0 | 6 | 5 | 7 | 3 | 3 | -0.4 | 3 | 2
O=C(CSc1nccn1Cc1ccccc1)NC1CCCC1 | -0.1 | -1 | -7 | -3 | -1 | 0 | 1.4 | -1 | -2
O=C(CC(=O)c1ccccc1)Nc1ccc2c(c1)OCCO2 | 0.2 | -1 | 2 | 7 | 1 | 2 | -0.3 | 0 | 2

This is a subset. The share of hits here may be higher or lower than overall.
